# From PubChem
# NOD2 RIPK2 PPI = blocks binding of human NOD2 to RIPK2. CHO BLA complementation NOD2-RIPK2, CCF4 ratio. inhibition, % at 4.98 µM. 0.38% of 360,000 active. AID 624267; in the data active = inhibition above about 21%;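 also: 0% = vehicle only and 100% = reference blocker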
# Target sequence (O43353 whole entry, looked up): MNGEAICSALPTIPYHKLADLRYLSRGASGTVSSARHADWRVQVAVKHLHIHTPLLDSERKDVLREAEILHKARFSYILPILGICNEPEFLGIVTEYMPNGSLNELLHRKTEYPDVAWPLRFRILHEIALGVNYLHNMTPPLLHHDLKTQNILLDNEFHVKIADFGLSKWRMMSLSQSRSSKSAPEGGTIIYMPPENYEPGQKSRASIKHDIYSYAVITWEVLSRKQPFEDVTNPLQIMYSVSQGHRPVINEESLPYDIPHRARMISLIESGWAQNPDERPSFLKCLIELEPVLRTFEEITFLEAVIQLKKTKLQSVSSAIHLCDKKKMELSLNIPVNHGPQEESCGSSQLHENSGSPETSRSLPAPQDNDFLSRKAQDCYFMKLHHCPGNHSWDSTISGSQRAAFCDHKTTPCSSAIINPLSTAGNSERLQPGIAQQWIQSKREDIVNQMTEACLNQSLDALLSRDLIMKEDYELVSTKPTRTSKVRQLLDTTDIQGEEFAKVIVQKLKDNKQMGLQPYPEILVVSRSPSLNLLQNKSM
# NR5A2 inv ag = inverse agonists of human LRH-1 (NR5A2); O00482; HEK293T StAR-luciferase reporter, LRH-1 transfected, 24 h; inhibition, % at 3.6 µM; 0.13% of 360,000 active; AID 602396;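 active = inhibition above the mean inhibition of all tested compounds plus 3 SD, cut at about 73% in these data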;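 also: 0% = DMSO wells and 100% = reporter-only cells lacking LRH-1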
# Target sequence (O00482 whole entry, looked up): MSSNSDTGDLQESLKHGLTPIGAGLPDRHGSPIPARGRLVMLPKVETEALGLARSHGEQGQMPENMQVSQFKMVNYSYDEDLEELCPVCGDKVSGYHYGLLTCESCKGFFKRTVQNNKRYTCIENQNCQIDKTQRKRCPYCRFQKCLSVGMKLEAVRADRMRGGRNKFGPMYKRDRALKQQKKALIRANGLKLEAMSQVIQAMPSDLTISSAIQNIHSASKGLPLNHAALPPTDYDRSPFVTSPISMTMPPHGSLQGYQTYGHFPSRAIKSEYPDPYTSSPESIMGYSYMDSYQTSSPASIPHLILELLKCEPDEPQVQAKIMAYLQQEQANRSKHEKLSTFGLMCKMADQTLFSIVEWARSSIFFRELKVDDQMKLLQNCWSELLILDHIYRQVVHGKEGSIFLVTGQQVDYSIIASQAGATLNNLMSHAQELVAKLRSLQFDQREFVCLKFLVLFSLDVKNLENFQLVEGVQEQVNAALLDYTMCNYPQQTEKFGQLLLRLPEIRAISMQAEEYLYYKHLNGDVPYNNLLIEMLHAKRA
# MC4R ag barr = activates human MC4R beta-arrestin recruitment; P32245; U2OS MC4R beta-arrestin complementation, luminescence; percent of melanotan II response, DMSO zero; activation, % at 8.9 µM; 0.98% of 360,000 active; AID 540308;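 active = activation above a per-plate cutoff, the mean activation of sample wells on that plate plus 3 SD, cut at about 8% in these data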
# TLR9-MyD88 block = blocks human TLR9 binding to MyD88. Q9NR96+Q99836. CHO BLA complementation TLR9-MyD88, CCF4 FRET ratio. inhibition, % at 4.98 µM. 0.21% of 340,000 active;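 active = inhibition above the mean over all tested compounds plus 3 SD, cut at about 21% in these data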;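 also: 0% = DMSO only wells and 100% = clavulanate BLA inhibitor control wells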
# NCOA3 inh = inhibits human SRC3 coactivator; Q9Y6Q9; HEK293 GAL4-SRC3 luciferase reporter, luminescence; inhibition, % at 3.6 µM; 0.17% of 360,000 active; AID 588352;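 active = inhibition above a per-campaign cutoff, the mean of all compounds plus 3 SD, cut at about 60% in these data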;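 also: 0% = DMSO-treated cells and 100% = gossypol-treated cells at 36 µM; higher means less SRC3-driven luciferase light from the GAL4 reporter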
# MC4R antag cAMP = antagonists of human melanocortin 4 receptor (MC4R); P32245; MC4R-expressing cells, MTII-stimulated cAMP, LANCE TR-FRET; inhibition, % at 6.5 µM; 0.48% of 360,000 active; AID 540295;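 active = inhibition above its plate's cutoff, the mean of tested wells on that plate plus 3 SD, cut at about 29% in these data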;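 also: 0% = Melanotan II alone and 100% = Melanotan II plus saturating MCL0020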
#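 Material: human MC4R-expressing U2OS cells. Probe or stimulus: Melanotan II challenge. Dosing: 6.5 µM single dose. Times: 30-min compound, 1-h challenge, 1-h detection, room temperature. Technique: TR-FRET with Eu-cAMP and labeled anti-cAMP, 671 nm. Replication: singlicate.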
# NCOA1 inh = human NCOA1 inhibition | HEK293 GAL4-SRC1 luciferase reporter, luminescence | 0.12% of 360,000 active | inhibition, % at 3.6 µM | Q15788 | AID 588354;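 active = inhibition above the campaign mean plus 3 SD, with each screening campaign given its own cutoff, cut at about 60% in these data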;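 also: 0% = DMSO treated cells and 100% = gossypol at 36 µM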
# NCOA2 inhibitor = inhibits human steroid receptor coactivator 2 | HEK293 GAL4-SRC2 luciferase reporter, luminescence | 0.17% of 370,000 active | Q15596 | inhibition, % at 9 µM;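 active = inhibition above the mean inhibition of all tested compounds plus 3 SD, set per campaign, cut at about 52% in these data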;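 also: 0% = DMSO treated cells and 100% = cells given Gossypol at 36 µM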
# NR2F2 inh = inhibitors of human COUP-TFII (NR2F2); P24468; HEK293T NGFI-A luciferase reporter, luminescence; inhibition, % at 8.6 µM; 0.7% of 370,000 active; AID 686940;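 active = inhibition above a per-plate cutoff, mean inhibition of test wells between control levels plus 3 SD, cut at about 38% in these data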;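 also: cells cotransfected with COUP-TFII expression vector driving the NGFI-A reporter; 0% = median of COUP-TF2 test wells and 100% = reporter-only cells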
# ABHD5 PLIN5 PPI = blocks binding of human ABHD5 to perilipin-5. inhibition, % at 4 µM. Split G. princeps luciferase complementation, luminescence, 4 h. Q00G26+Q8WTS1. 0.78% of 360,000 active. AID 602281;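 active = inhibition above the mean inhibition across every tested compound plus 3 SD, cut at about 22% in these data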;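 also: 0% = DMSO only wells and the 100% control is not disclosed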
# LMP1 NFkB inh = reduces LMP1-driven NF-kappaB luciferase signal; LMP1-induced NF-kappaB luciferase reporter cells, luminescence; AID 504558; inhibition, % at 12.5 µM; 0.69% of 350,000 active; in the data active = inhibition above about 41%;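 also: 0% = neutral control wells and 100% = reference inhibitor control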
# Starred values were filed as active, the others as inactive; / = not tested or not shown. Not all compounds are listed, so the mix of outcomes need not match the whole.
NOD2 RIPK2 PPI	NR5A2 inv ag	MC4R ag barr	TLR9-MyD88 block	NCOA3 inh	compound	MC4R antag cAMP	NCOA1 inh	NCOA2 inhibitor	NR2F2 inh	ABHD5 PLIN5 PPI	LMP1 NFkB inh
-3.8	12.6	-2.0	-4.4	-10.1	COc1ccc(Cc2nc3ccc(C(=O)N(C)CCCN4CCOCC4)cc3o2)cc1	18.4	1.4	-15.3	-26.3	0.8	-0.2
-1.9	6.7	-1.0	5.2	14.5	Cc1cc(=O)n(Cc2ccccc2)c2c(C)cccc12	1.8	-21.9	-25.8	2.2	-0.9	0.6
-6.5	17.4	-4.2	6.0	2.8	COc1ccc(C(CNC(=O)CCNS(=O)(=O)c2ccccc2C(F)(F)F)N2CCOCC2)cc1 (stereo not given)	4.4	-1.6	-16.5	9.3	-4.0	-3.8
2.2	-49.8	0.8	-7.0	-61.7	CC(=O)c1sc(NC(=O)c2cc(=O)c3ccccc3o2)nc1C	3.2	-44.5	-47.9	-4.3	4.4	-0.5
-6.7	-7.7	-1.1	-11.9	20.9	CN1CCN(NC(=O)c2ccc(Br)s2)CC1	12.5	3.0	27.7	-1.8	0.5	-1.8
-11.1	-2.2	-2.0	-5.2	8.8	O=S(=O)(Cc1nnnn1-c1ccccc1)c1ccc(Cl)cc1	2.2	3.3	1.2	-5.1	0.5	5.1
1.4	4.8	0.1	6.6	13.2	COc1ccc(-n2c3c(cc(C(=O)Nc4ccc(C)cc4)c2=O)C(=O)CCC3)cc1	-3.2	-1.3	-13.1	-9.7	7.4	5.1
-0.8	-41.1	-0.5	5.2	-16.7	COc1ccc(-n2c(C)cc(/C=C3\SC(=S)NC3=O)c2C)cc1	6.0	-30.9	-25.4	5.9	3.1	-10.0
-5.5	-1.2	-1.5	-4.5	14.4	Cn1nc(-c2ccc(N3CCOCC3)c(NS(=O)(=O)c3ccccc3)c2)c2ccccc2c1=O	-3.4	4.8	-0.1	-8.6	1.4	61.3*
5.0	14.2	-1.2	/	-9.7	Clc1ccc(-c2nnc(-c3cccc4ccccc34)o2)cc1Cl	1.8	3.1	-3.4	1.5	1.9	/
0.5	4.7	-1.4	-14.3	-29.2	CCN1CCN(C(=O)N(c2ccccc2)c2ccccc2)CC1	0.8	2.1	-28.6	1.5	0.6	3.6
9.8	-13.8	-3.1	-0.9	-14.1	Cc1cccc(N2O[C@H]3C=CC2CCCC3)n1	4.1	-20.9	-9.6	7.8	2.2	-4.4
-5.5	-6.2	-0.3	-20.1	-60.1	O=C(Cn1c(=O)n(CCC(=O)N2CCCCC2)c(=O)c2sccc21)NCc1ccccc1	16.5	3.8	6.9	6.2	-3.0	-0.6
11.1	1.4	1.2	6.9	-40.3	Cc1cccc(-c2ccc3[nH]c4c(c3c2)CCN2C[C@H]3[C@H](C)ON(C)[C@H]3C[C@@H]42)c1	-5.2	6.0	-8.9	-3.4	9.8	-3.2
-3.7	9.9	0.4	-3.7	-10.4	CC(C)c1ccc(NC(=O)COc2nnc(-c3cccs3)c(-c3cccs3)n2)cc1	6.0	7.8	17.9	-0.6	6.0	-6.1
-2.6	-4.0	0.2	-5.5	-5.2	N#CC1(NC(=O)COC(=O)c2ccc(Cl)nc2)CCCCC1	2.6	0.2	-6.9	-4.1	3.3	0.9
-4.0	-5.5	-2.1	-0.1	-15.9	CC(=O)Nc1cccc(C(=O)N(CCc2ccccc2)Cc2ccccc2)c1	8.7	-16.1	-24.2	6.9	-4.9	-1.2
9.5	48.9	-1.6	0.1	3.6	O=C(Nc1ccccc1Cl)c1ccc([N+](=O)[O-])o1	9.1	3.9	-4.1	1.3	-17.5	-19.1
-2.5	-9.3	-0.1	10.1	-9.6	CC1CC(C)CN(CCCNC(=O)c2ccc(CS(=O)(=O)Cc3ccccc3F)o2)C1 (stereo not given)	-3.6	-2.6	10.5	-4.2	7.3	1.5
-10.8	6.9	1.7	13.8	14.3	OCC1(Cc2ccccc2)CCCN(Cc2ccc(-c3ccco3)cc2)C1 (stereo not given)	7.3	-11.7	-20.5	22.4	5.1	-3.6
-6.4	-16.2	2.2	1.1	1.4	Cc1ccc(NC(=O)c2nc[nH]c2C(=O)N2CCN(C(=O)OC(C)(C)C)CC2)cc1	3.6	1.2	-12.4	-2.6	-10.0	-2.6
-0.1	28.5	-0.5	-16.6	22.0	O=C(Nc1ccncc1)Nc1cccc(C(F)(F)F)c1	1.3	4.8	13.2	6.7	4.5	10.5
-7.0	-24.9	0.8	-12.4	-55.4	Cc1ccccc1NC(=O)OCc1ccccc1	-7.2	-23.0	-40.5	-9.2	-0.5	-23.5
-2.8	-16.1	-0.7	-6.1	-12.6	Cc1ccc(-c2nnc(SCC(=O)NC3CC3)o2)cc1	4.5	-38.7	-15.1	-21.5	-0.2	-4.2
-13.4	-7.2	2.1	/	9.1	Cc1ccccc1COc1cccn2c(N(C)C(=O)CCC3CCCC3)c(C)nc12	3.3	12.6	3.3	15.7	7.3	/
8.1	-2.4	-1.0	-4.4	8.3	O=C(c1ccccc1)c1c[nH]c(C(=O)NNc2ccccc2)c1	4.5	-46.0	-12.1	-9.0	-5.3	-9.1
-7.2	-28.4	-1.2	3.0	13.9	CCOC(=O)N1CCN(c2cc(C)nc3nc(C)nn23)CC1	0.7	-4.0	5.8	-7.0	4.7	-3.9
4.0	15.8	1.3	2.2	7.5	N#Cc1ccc[n+](CC(=O)c2ccc(Cl)cc2)c1	-3.5	6.0	-5.6	-18.8	7.2	-0.4
0.0	8.9	-0.8	-0.5	-5.1	Cc1cccc2c1NC(=O)C2=O	0.7	-3.2	14.4	0.5	8.6	-1.9
-5.2	7.7	-1.3	8.6	6.5	O=C(CSc1nc2ccccc2c(=O)n1NC(=O)Cc1ccccc1)NCCc1ccccc1	-6.4	12.4	-26.4	-12.7	0.6	0.3

# LMP1 NFkB inh, entries above that show a hit
NOD2 RIPK2 PPI	NR5A2 inv ag	MC4R ag barr	TLR9-MyD88 block	NCOA3 inh	compound	MC4R antag cAMP	NCOA1 inh	NCOA2 inhibitor	NR2F2 inh	ABHD5 PLIN5 PPI	LMP1 NFkB inh
-5.5	-1.2	-1.5	-4.5	14.4	Cn1nc(-c2ccc(N3CCOCC3)c(NS(=O)(=O)c3ccccc3)c2)c2ccccc2c1=O	-3.4	4.8	-0.1	-8.6	1.4	61.3*

# Later entries:
NOD2 RIPK2 PPI	NR5A2 inv ag	MC4R ag barr	TLR9-MyD88 block	NCOA3 inh	compound	MC4R antag cAMP	NCOA1 inh	NCOA2 inhibitor	NR2F2 inh	ABHD5 PLIN5 PPI	LMP1 NFkB inh
-4.5	18.4	-1.8	-0.6	11.0	Cc1cc(C(=O)COC(=O)C2=NNC(=O)CC2)c(C)n1CCc1ccccc1	3.0	-13.4	5.8	0.2	-4.2	1.3
4.2	0.5	-2.1	3.8	9.4	COc1cc(C(=O)N2CCN(C(=O)C3CC3)CC2)cc(OC)c1OC	9.6	-18.2	-31.5	-24.4	-1.9	-3.0
-3.1	6.7	-1.1	4.8	-4.6	COc1ccccc1NC(=O)C(=O)N1N=C(C(C)C)CC1(O)C(F)(F)F (stereo not given)	1.9	-0.1	2.8	-10.6	0.0	6.6
-15.5	12.7	-0.8	-14.2	-9.8	COc1ccc(NC(=O)CC2Oc3ccc(C)cc3NC2=O)cc1 (stereo not given)	-2.1	-16.6	4.2	2.6	3.0	11.9
-2.4	-5.0	-2.2	-8.4	18.7	COc1ccc(/C=C/c2nc(S(=O)(=O)c3ccccc3)c(NCCCN(C)C)o2)cc1OC	-11.8	-10.5	0.6	6.1	3.2	9.6
-2.0	1.3	-0.2	-5.0	12.0	CCOc1ccc(C(C(=O)NCC2CCCO2)N(C(=O)c2snc(C(N)=O)c2N)c2cccc(F)c2)cc1 (stereo not given)	-2.2	-4.6	18.3	3.2	4.0	-1.5
-3.8	16.7	2.0	4.8	6.8	CC(NC(=O)NC(=O)c1ccc(Cl)cc1)c1ccccc1 (stereo not given)	0.5	-3.5	6.6	-2.9	-7.2	/
-4.4	24.9	-2.5	-1.2	8.2	CCC(C(=O)N1CCN(c2ccccc2OC)CC1)c1ccccc1 (stereo not given)	-5.9	10.8	4.7	-2.0	3.5	-6.6
0.4	-16.6	-0.1	3.6	-3.9	CCOC(=O)C1CCCN(S(=O)(=O)c2cccc3cccnc23)C1 (stereo not given)	0.9	-4.3	5.0	-5.4	-7.6	-0.3
-5.9	-38.9	-2.1	-11.3	-33.2	O=C(N/N=C/c1ccc[nH]1)c1ccc2c(c1)OCO2	1.9	-18.8	-63.3	-12.8	-5.3	-1.5
-17.1	-14.2	1.4	/	15.6	COc1cc(C(=O)c2ccccc2)c([N+](=O)[O-])cc1OC	-1.3	7.7	-52.8	5.2	1.3	/
0.7	12.5	-0.7	2.7	2.0	CCc1ccc(S(=O)(=O)N2c3ccc(C)cc3C3CN(C)CCC32)cc1 (stereo not given)	-5.2	-11.2	5.4	20.4	1.8	-5.3
-6.0	-7.9	-3.0	-7.0	6.9	Cc1ccc(S(=O)(=O)N2CC(=NO)C2)cc1	7.6	-4.1	-25.9	-2.7	3.2	0.3
9.0	7.4	-0.1	-2.8	5.6	Cc1ccc(C)c(NC(=O)NCCN2CCCCC2)c1	1.8	8.0	-5.4	5.7	3.6	8.9
-6.9	-1.0	-1.2	-0.6	-21.2	CN1CCC(=O)N(CCOc2ccccc2)CC1	3.9	-12.4	-50.1	4.0	3.8	3.7
13.1	-10.0	0.1	-3.5	-15.8	CSc1ccc(NC(=O)NCCN2CCc3ccccc3C2)cc1	3.9	-1.4	-3.5	-8.6	3.6	-14.0
2.7	-2.4	4.5	-15.7	2.5	Cn1c(C(=O)NCCCN2CCN(c3ccccc3F)CC2)cc2c(=O)n(C)c3ccccc3c21	-0.9	-18.9	6.2	-35.3	-11.1	-2.4
-4.0	40.0	1.5	5.8	8.4	COc1ccc(C2c3cc4c(cc3OC(NNC(N)=O)C2C)OCO4)cc1 (stereo not given)	-12.6	2.9	1.9	7.9	2.6	6.0
5.2	3.0	-1.4	3.0	-50.9	O=C(COC(=O)COc1cccc(F)c1)Nc1nc2ccccc2s1	7.8	-14.1	3.7	-8.2	-2.5	-2.1
-0.7	11.8	-0.8	-3.4	6.4	COc1ccccc1NC(=O)c1ccc(NC(=O)COC(=O)c2cccnc2Cl)cc1	3.8	2.9	-10.3	-6.5	5.2	-7.5
-3.2	-15.8	-0.9	-1.7	-5.7	CCOC(=O)C(=O)Nc1nc(-c2ccccc2)c(CC)s1	4.5	-18.8	6.3	11.9	1.3	3.5
2.7	-2.7	-1.7	1.6	7.9	Cc1nc2ccc(Br)cc2c(=O)n1Cc1cccs1	-1.0	-6.6	-1.8	-9.9	5.9	1.6
5.8	26.2	-2.5	-10.9	26.1	O=C(Cc1ccc(F)cc1)N1CCN(c2ccc([N+](=O)[O-])cc2)CC1	-5.4	16.0	-13.1	10.9	-8.9	-8.6
-6.3	-23.7	-1.0	-15.5	-8.0	CCOc1ccccc1N1CCN(CC(O)COC2CCCc3ccccc32)CC1 (stereo not given)	14.9	-22.7	9.4	-1.6	9.8	2.1
